Compound activity from PubChem.
CHRM4 antagonist: antagonists of human muscarinic M4 receptor (CHRM4). P08173. inhibition, % at 3 µM. 360,000 compounds, 0.73% hits. CHO-hM4 cells, ACh EC80, Fluo-8 calcium fluorescence;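 active means inhibition above its plate's cutoff, the mean inhibition of sample wells plus 3 SD, cut at about 27% in these data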;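 further: 0% = acetylcholine EC80 with DMSO and 100% = DMSO without agonist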
CHRM4 PAM: potentiates acetylcholine response at human M4 receptor; CHO-K1 hM4/Gqi5, Fluo-8 calcium fluorescence, ACh EC20; 0% = ACh EC20, 100% = maximal ACh; 360,000 compounds, 0.4% hits; AID 624126; activation, % at 3 µM;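 active means activation above its plate's cutoff, the mean activation of sample wells plus 3 SD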; further: some results filed as inactive read as strong as hits
M1 antag: blocks human M1 muscarinic receptor; 360,000 compounds, 1.3% hits; inhibition, % at 3 µM; P11229; CHO-K1 hM1, Fluo-8 calcium fluorescence, ACh EC80 antagonist;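 active means percent inhibition above its own plate's cutoff, namely the mean of that plate's compound wells plus 3 SD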;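 further: peak over basal fluorescence ratio during 140 s after agonist addition; 0% = ACh EC80 plus DMSO and 100% = DMSO alone without agonist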
Target sequence (P11229 whole entry, looked up): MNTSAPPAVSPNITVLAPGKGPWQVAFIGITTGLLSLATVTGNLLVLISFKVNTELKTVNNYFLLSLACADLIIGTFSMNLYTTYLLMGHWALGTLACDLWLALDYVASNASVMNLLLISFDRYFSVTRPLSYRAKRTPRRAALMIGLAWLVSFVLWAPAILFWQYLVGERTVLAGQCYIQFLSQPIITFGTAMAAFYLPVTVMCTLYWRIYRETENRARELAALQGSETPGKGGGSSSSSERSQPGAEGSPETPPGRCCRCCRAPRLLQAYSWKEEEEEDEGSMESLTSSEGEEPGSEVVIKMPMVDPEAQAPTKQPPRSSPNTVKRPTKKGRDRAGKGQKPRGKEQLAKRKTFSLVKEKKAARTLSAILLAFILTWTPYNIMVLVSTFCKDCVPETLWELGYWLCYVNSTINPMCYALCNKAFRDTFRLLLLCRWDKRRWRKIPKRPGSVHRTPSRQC
CHRM4 agonist: agonists of human muscarinic M4 receptor (CHRM4). P08173. activation, % at 3 µM. CHO-K1 hM4/Gqi5, Fluo-8 calcium fluorescence; vehicle 0%, full acetylcholine response 100%. 360,000 compounds, 0.14% hits;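 active means activation above the run mean over all test wells plus 3 SD, cut at about 32% in these data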;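 further: peak over basal fluorescence ratio per well then scaled between controls; 0% = DMSO wells and 100% = acetylcholine at EC100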
CHRM5 agonist: agonists of human muscarinic M5 receptor (CHRM5). CHO-K1 hM5 cells, Fluo-8 calcium fluorescence; 0% DMSO wells, 100% maximal acetylcholine response. activation, % at 3 µM. 360,000 compounds, 0.19% hits. P08912. AID 624037;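 active means activation above the run's mean over test compounds plus 3 SD, cut at about 23% in these data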;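 further: signal is peak over basal fluorescence ratio across the kinetic read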
Target sequence (P08912 whole entry, looked up): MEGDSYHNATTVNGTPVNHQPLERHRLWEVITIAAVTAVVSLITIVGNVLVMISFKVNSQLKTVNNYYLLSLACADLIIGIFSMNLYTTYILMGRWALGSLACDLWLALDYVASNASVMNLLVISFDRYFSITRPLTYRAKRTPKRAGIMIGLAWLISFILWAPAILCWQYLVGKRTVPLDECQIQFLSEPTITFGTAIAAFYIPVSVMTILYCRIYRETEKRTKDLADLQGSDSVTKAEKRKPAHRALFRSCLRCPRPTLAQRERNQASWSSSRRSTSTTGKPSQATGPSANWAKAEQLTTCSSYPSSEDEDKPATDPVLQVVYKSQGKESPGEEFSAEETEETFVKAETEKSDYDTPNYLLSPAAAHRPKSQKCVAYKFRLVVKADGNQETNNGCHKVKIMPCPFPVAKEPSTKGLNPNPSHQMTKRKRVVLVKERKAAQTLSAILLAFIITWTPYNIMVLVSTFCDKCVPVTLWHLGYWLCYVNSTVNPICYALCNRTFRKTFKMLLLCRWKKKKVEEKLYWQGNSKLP
CHRM5 antagonist: antagonists of human muscarinic M5 receptor (CHRM5); 360,000 compounds, 0.59% hits; AID 624040; CHO-hM5 cells, Fluo-8 calcium fluorescence, ACh EC80; inhibition, % at 3 µM;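 active means inhibition above a per-plate cutoff, the mean of that plate's test compounds plus 3 SD, cut at about 27% in these data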;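 further: 0% = acetylcholine EC80 with DMSO and 100% = DMSO without agonist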
CHRM1 PAM: positive allosteric modulators of human M1 muscarinic receptor; P11229; CHO-K1 hM1, Fluo-8 calcium fluorescence, ACh EC20; 0% = ACh EC20, 100% = maximal ACh; activation, % at 3 µM; 360,000 compounds, 0.088% hits; in the data active means activation above about 19%, passing the limit was not always enough
CRFBP-R2 agonist: agonists of human CRF-binding protein/CRF-R2 receptor complex; HEK293 CRF-R2/CRF-BP, calcium dye fluorescence (FLIPR); percent of saturating CRF peptide response; 350,000 compounds, 0.46% hits; activation, % at 13.2 µM;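 active means activation of at least 50%, plus an integration ratio under a set limit after plate pattern correction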;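 further: plate controls were neutral control wells without compound for no effect and CRF at EC100 for full effect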
M5 PAM: positive allosteric modulators of human muscarinic M5 receptor. CHO-K1 hM5, Fluo-8 calcium, ACh EC20 PAM; 0% = ACh EC20, 100% = ACh EC100. 360,000 compounds, 0.3% hits. P08912. AID 624038. activation, % at 3 µM;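 active means activation above the run cutoff, the mean activation of all test compounds plus 3 SD, cut at about 18% in these data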
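system = human M5 receptor in CHO-K1 cells | compound = one concentration, 3 µM final (nominal) | schedule = Post-acetylcholine fluorescence recording 140 s | signal = Fluo-8 calcium dye fluorescence, kinetic read | benchmarks = low control EC20 acetylcholine (0%), high control EC100 acetylcholine (100%) | repeats = singlicate, one well per test compound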
Numbers without * were called inactive; . = no result given.

CHRM4 antagonist,CHRM4 PAM,M1 antag,CHRM4 agonist,CHRM5 agonist,CHRM5 antagonist,CHRM1 PAM,CRFBP-R2 agonist,M5 PAM,mol
0,0,1,0,-1,-4,1,-0.4,3,CC(Nc1ccc(Cl)cc1)C(=O)NN (stereo not drawn)
4,-1,-17,1,-7,-1,13,-1.2,-6,CCc1cccc(C)c1NC(=O)C(c1ccccc1)N1CCC1=O (stereo not drawn)
-2,4,2,4,1,9,3,4.3,-2,COc1ccc(C2=NN(C(=O)COC(=O)c3ccc(NC(=O)CC#N)cc3)C(c3ccco3)C2)cc1 (stereo not drawn)
-13,1,-4,1,2,-5,11,-1.6,3,Cc1cc(Cl)ccc1N1C(=O)CC(NNC(=O)c2cccnc2)C1=O (stereo not drawn)
7,1,-9,2,0,2,6,-0.7,0,CCc1noc(C)c1C(=O)N1CCN(S(=O)(=O)c2ccc(Br)cc2Cl)CC1
-6,5,-7,0,0,-9,15,-1.4,4,COc1cc(-c2nc(CN3CCN(CC(C)C)C(=O)[C@@H]3C)c(C)o2)ccc1F
-15,4,-20,5,1,-2,18,-0.6,1,C[C@@H]1CN([C@H](C)CO)C(=O)c2cc(NS(=O)(=O)c3ccc(F)cc3)ccc2O[C@@H]1CN(C)Cc1ccc(Cl)c(Cl)c1
8,20,-8,0,-2,3,9,-1.1,0,NC(=O)c1csc(-c2ccncc2)n1
-18,1,9,-1,-3,-6,-8,-1.0,-7,COc1ccc(-c2sc3cc(OC)c(OC)cc3c2-c2ccc(O)cc2)cc1
17,-7,38*,14,2,18,-21,7.6,-29,COc1ccc(C2/C=C\CN(C(=O)Nc3ccc(C(F)(F)F)cc3)CC(=O)N2Cc2ccc(F)cc2)cc1 (stereo not drawn)
1,-3,-11,1,-1,3,5,-2.4,-2,COc1cccc(N(C(=O)c2ccco2)C(C(=O)NC2CCCC2)c2ccc(N(C)C)cc2)c1 (stereo not drawn)
-5,-5,-3,1,-6,14,-2,-0.5,-9,COc1ccc(CC(=O)Nc2cc(Cl)ccc2N2CCCC2)cc1
1,3,-1,0,-4,9,1,-2.4,-6,O=C(N/N=C/c1cccs1)c1ccc2c(c1)OCO2
12,11,-6,1,1,1,9,0.3,1,COc1ccc(Cn2c(SCc3ccc(C)cc3)nc3cc(OC)c(OC)cc3c2=N)cc1Cl
-3,-2,2,1,-3,7,5,-0.1,-3,COc1ccc(NC(=O)C2CCCN(c3nccc(C)n3)C2)cc1 (stereo not drawn)
-8,-1,0,-3,-9,6,-3,-8.7,-7,CC(C)(C)NC(=O)N1c2ccccc2Sc2ccccc21
1,-6,17,3,-4,-4,-10,2.3,15,O=C(NCc1ccccc1)C1CCN(c2nc(-c3ccccc3)nc3c2CCC3)CC1
-16,15,-19,1,-3,-4,18,-2.9,-2,Cn1nccc1C(=O)Nc1sc2c(c1C#N)CCCC2
-6,1,-14,1,1,1,13,-1.6,-3,Cc1nc2sc(C(c3ccc(C(C)C)cc3)N3CCN(CCO)CC3)c(O)n2n1 (stereo not drawn)
-2,17,-9,0,0,0,7,-0.9,-1,NC(=O)CSc1nnc(COc2ccccc2)n1N
-8,19,-19,2,-1,-6,9,0.5,10,Cc1ccccc1NS(=O)(=O)c1cc(C(=O)N2CCCC2)ccc1C
95*,-12,100*,21,-6,96*,-29,0.7,-44,Cc1nc2nc(C)n(CCN3CCOCC3)c(=O)c2c(-c2cccc([N+](=O)[O-])c2)c1C(=O)CCCCCCCCCCN1CCC(c2ccccc2)(c2ccccc2)CC1
-10,3,3,1,-10,1,-1,-1.6,8,C1=C(CCNC2=NCCCCC2)CCCC1
-3,5,-3,2,2,0,2,-1.7,5,CC#CCN1c2ccccc2[C@]23C[C@@H](C(=O)OC)N(C(C)=O)C2=NC(C(=O)OC)=C(C(=O)OC)[C@H]13
3,0,1,2,3,-4,1,0.2,0,O=C(c1cc(-c2ccccn2)nc2ccccc12)N1CCN(c2ncccn2)CC1
1,2,-10,0,1,-6,9,-0.8,10,O=C(O)c1ccc(Cl)c(S(=O)(=O)Nc2ccccc2C(=O)Nc2ccc(Cl)cc2)c1
-5,0,-15,0,1,0,8,-1.8,-3,C=CCNc1sc(C(=O)c2ccc(C)cc2)c(N)c1C#N
-6,-4,6,0,-4,6,1,21,-11,CC1CC/C(=C\c2ccc3c(c2)OCO3)C(=O)/C1=C/c1ccc2c(c1)OCO2 (stereo not drawn)
-3,-1,-13,2,-2,11,12,-1.5,-2,Cc1ccc(OCc2cc(C(=O)NCC3COCCO3)no2)cc1C (stereo not drawn)
-5,3,-4,4,-2,14,-2,-1.3,-5,COc1cc(C=O)ccc1OCC(=O)Nc1ccccc1N1CCOCC1

Part of the list above in order of count of non-hydrogen atoms, ascending.
CHRM4 antagonist,CHRM4 PAM,M1 antag,CHRM4 agonist,CHRM5 agonist,CHRM5 antagonist,CHRM1 PAM,CRFBP-R2 agonist,M5 PAM,mol
-5,0,-15,0,1,0,8,-1.8,-3,C=CCNc1sc(C(=O)c2ccc(C)cc2)c(N)c1C#N
-5,-5,-3,1,-6,14,-2,-0.5,-9,COc1ccc(CC(=O)Nc2cc(Cl)ccc2N2CCCC2)cc1
-8,19,-19,2,-1,-6,9,0.5,10,Cc1ccccc1NS(=O)(=O)c1cc(C(=O)N2CCCC2)ccc1C
-5,3,-4,4,-2,14,-2,-1.3,-5,COc1cc(C=O)ccc1OCC(=O)Nc1ccccc1N1CCOCC1
-3,5,-3,2,2,0,2,-1.7,5,CC#CCN1c2ccccc2[C@]23C[C@@H](C(=O)OC)N(C(C)=O)C2=NC(C(=O)OC)=C(C(=O)OC)[C@H]13

The listing continues:
CHRM4 antagonist,CHRM4 PAM,M1 antag,CHRM4 agonist,CHRM5 agonist,CHRM5 antagonist,CHRM1 PAM,CRFBP-R2 agonist,M5 PAM,mol
-5,-3,-24,2,-9,7,7,-3.9,3,CCN(CC)c1ccc(NC(=O)c2ccc3c(c2)OCO3)cc1
-4,1,3,1,-1,1,3,-0.1,-3,COc1cccc(NC(=O)CN(C)C(=O)CNC(=O)c2ccccc2F)c1
7,-3,-5,1,3,7,4,1.9,-3,CCC[n+]1c(C)sc2c(OC)ccc(OC)c21
-8,1,-8,0,0,-8,-3,-1.1,-2,O=C(NC(=S)Nc1ccc(S(=O)(=O)N2CCCCC2)cc1)c1cccs1
-11,8,-1,0,-6,9,2,2.8,-3,COc1cccc2cc(C(C)N(CCCN3CCOCC3)C(=S)Nc3ccc(C)c(C)c3)oc12 (stereo not drawn)
5,-14,29,11,2,17,-10,1.3,-20,COc1ccc(NC(=O)COC(=O)C2=COCCO2)cc1OC
8,-6,-3,2,1,2,3,0.1,-5,Cc1cc(C)nc(NS(=O)(=O)c2ccc(N/C=C\C(=O)c3ccc(Cl)cc3)cc2)n1
30*,-13,66*,1,-8,19,-34,-1.6,-23,CCn1c(C)cc2c(c1=O)C(c1ccc3c(c1)OCO3)C(C#N)=C(N)O2 (stereo not drawn)
-13,-1,-19,1,-6,-8,7,-4.7,6,CCN(CC)c1ccc(/C=N/NC(=O)OC)c(O)c1
-5,1,13,3,1,12,-3,0.0,-1,Cc1nnc(SC/C=C/c2ccccc2)n(N)c1=O
7,-1,-6,1,0,0,3,1.1,1,CC(=O)Nc1ccc(S(C)(=O)=O)c(C)c1
5,-6,28*,3,-5,14,-9,-2.3,-7,O=C(c1cc([N+](=O)[O-])ccc1N1CCOCC1)N1CCN(S(=O)(=O)c2ccc(F)cc2)CC1
-12,-2,-12,2,-1,-4,1,0.5,1,CCOc1ccc(N2C(=O)CC(/C=C3/N(C)c4ccccc4C3(C)C)C2=O)cc1 (stereo not drawn)
1,0,-7,0,1,1,3,0.5,-1,CCOC(=O)CN1CC23C=CC(O2)C(C(=O)Nc2cc(OC)ccc2OC)C3C1=O (stereo not drawn)
-19,5,-14,1,-12,7,-6,-0.9,-5,Cc1nc([N+](=O)[O-])c(N2CCN(Cc3ccccc3)CC2)n1Cc1ccccc1
-1,6,1,2,-3,0,0,0.3,4,COc1cc(/C=N/NC(=O)C(=O)N2CCCCCC2)ccc1O
1,8,-19,0,-7,5,14,-0.7,-2,CCn1c2ccccc2c2cc(/C=N/n3c(C)nnc3C)ccc21
-3,9,-4,0,-10,8,4,3.5,8,COc1ccc(CC(=O)OC2CCCN(C)C2)cc1 (stereo not drawn)
-6,3,-10,0,-4,-12,13,.,10,CN1OC[C@@H]2CN(C(=O)NC3CCCCC3)[C@H](c3ccc(N4CCCCC4)cc3)C[C@@H]21
-16,10,-7,1,-6,-9,3,-4.4,4,N#Cc1c2c(c(NCc3ccco3)n3c1nc1ccccc13)CCC2
0,2,7,2,2,8,-3,-2.0,2,C=CCn1c(SCC(=O)Nc2ccc(F)cc2F)nnc1-c1cnccn1
-9,-3,-6,0,1,-2,2,3.4,-3,O=C(N/C=N/OCc1ccc(Cl)cc1Cl)NOCc1c(Cl)cccc1Cl
3,-3,-21,0,-2,3,15,1.2,2,CCCCN(C(=O)c1ccc(Cl)c(S(=O)(=O)N2CCOCC2)c1)c1c(N)n(CCC)c(=O)[nH]c1=O
-5,9,-17,1,-4,8,12,-3.1,4,CC(C(=O)OCC(=O)c1ccccc1)N1C(=O)c2ccccc2C1=O (stereo not drawn)
4,0,10,-1,-2,8,-5,-6.2,-1,COc1cccc(/C(C)=N/Nc2ncc(Cl)cc2Cl)c1
-2,-3,7,1,2,3,-2,-5.5,1,O=C(Cn1cc(C(F)(F)F)ccc1=O)N/N=C/c1ccccc1
5,4,-11,4,-1,-1,3,-0.8,-3,O=C(NCC(=O)N1CC=C(c2ccccc2)CC1)c1ccccc1Br
3,2,-5,0,-5,-6,6,0.9,5,Cc1cc(C(=O)Nc2ccc(S(=O)(=O)Nc3nccs3)cc2)c(C)o1
-4,-3,3,7,3,7,4,-0.1,-7,COC(=O)c1cc2c(ccn2-c2ccc(F)cc2)n1Cc1ccc(C#N)cc1
1,8,-18,2,2,2,14,-0.1,8,CCN1C(=O)[C@H]2[C@@H](c3ccc(-c4ccc5c(c4)OCO5)c(OC)c3)N[C@@](C)(C(=O)OC)[C@H]2C1=O
7,0,-14,-1,0,-1,9,.,4,O=C(Nc1nnc([C@H]2C[C@H](O)[C@@H](CO)O2)s1)NC(c1ccccc1)c1ccccc1
1,5,-11,1,0,2,0,-0.8,3,CSc1ncnc2c1ncn2CCCN(C)Cc1ccco1
-3,6,1,1,5,-1,14,0.3,11,CC(C)N1CCC(N2CCN(C3CCCCC3)CC2CCO)CC1 (stereo not drawn)
1,-4,2,3,-2,1,-2,-1.2,-3,COc1ccc(N2C(=O)c3ccccc3NC2c2ccc(OC)c(COc3ccccn3)c2)cc1 (stereo not drawn)
12,6,-9,1,0,3,-4,0.8,-3,O=C(NC(=S)Nc1nc2ccccc2s1)c1cccs1
-9,1,0,1,-4,-1,2,-0.7,0,CC(=O)c1ccc(C)cc1OC(=O)c1cccc(F)c1
-15,9,-4,2,1,-1,4,0.7,-2,Cc1ccccc1NC(=O)c1c(C)[nH]c(=S)c(C#N)c1-c1ccco1
7,14,-2,3,-2,-11,2,-1.1,5,CC1CCN(CCC(=O)Nc2ccc(Br)cc2)CC1
0,-2,6,1,-3,-7,-1,-0.2,7,COCCSc1nnc(NC(=O)c2ccc(OC)c([N+](=O)[O-])c2)s1
-2,7,-8,1,1,-2,3,2.2,1,CCC(CC)C(=O)c1c[nH]c(C(=O)NCc2ccncc2)c1
